Screens deposited in PubChem by The Scripps Research Institute Molecular Screening Center.
FBW7 activator: activators of human E3 ligase FBW7; AlphaScreen FBW7–phospho-cyclin E peptide binding, activator screen; normalized activity (activation), % at 26.1 µM; 0.13% of 650,000 active; AID 1259310; in the data active means normalized activity above about 1.9%;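 further: purified mutant Fbw7 with reduced substrate affinity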
Target sequence (Q969H0 whole entry, looked up): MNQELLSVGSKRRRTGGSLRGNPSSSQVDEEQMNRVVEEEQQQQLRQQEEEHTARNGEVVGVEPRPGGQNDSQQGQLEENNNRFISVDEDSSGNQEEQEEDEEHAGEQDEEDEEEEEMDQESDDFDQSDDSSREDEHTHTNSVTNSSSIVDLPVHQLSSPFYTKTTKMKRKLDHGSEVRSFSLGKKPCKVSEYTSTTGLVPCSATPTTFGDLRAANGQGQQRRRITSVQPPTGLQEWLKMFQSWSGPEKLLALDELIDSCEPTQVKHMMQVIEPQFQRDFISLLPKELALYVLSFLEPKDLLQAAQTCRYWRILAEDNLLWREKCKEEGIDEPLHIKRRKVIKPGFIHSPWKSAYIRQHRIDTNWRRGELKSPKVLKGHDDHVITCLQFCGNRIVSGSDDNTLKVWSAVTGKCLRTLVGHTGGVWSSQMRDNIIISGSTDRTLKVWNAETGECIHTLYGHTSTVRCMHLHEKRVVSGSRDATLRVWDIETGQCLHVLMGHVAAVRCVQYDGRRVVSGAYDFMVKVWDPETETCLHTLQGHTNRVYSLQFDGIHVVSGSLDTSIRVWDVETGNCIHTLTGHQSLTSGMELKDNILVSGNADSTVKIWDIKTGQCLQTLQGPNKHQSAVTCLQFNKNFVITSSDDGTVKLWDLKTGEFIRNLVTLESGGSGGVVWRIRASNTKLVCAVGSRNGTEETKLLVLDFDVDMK
GPR151 activ: human GPR151 activation | activation, % at 11.2 µM | PathHunter beta-arrestin GPR151 cells, luminescence | 1% of 650,000 active | Q8TDV0; in the data active means activation above about 4.9%;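 further: 0% = median of compound wells and 100% = cells with positive control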
TEAD-YAP inh: TEAD-YAP interaction inhibition; HEK-TIYL cells, TEAD-Gal4/YAP UAS-luciferase luminescence; 1.4% of 640,000 active; inhibition, % at 9.12 µM; AID 1259422; in the data active means inhibition above about 32%;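 further: 0% = median of test compound wells and 100% = reference inhibitor wells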
MITF primary: human MITF inhibition, primary screen; O75030; AlphaScreen MITF homodimerization, bead proximity signal; inhibition, % at 2.6 µM; 0.91% of 650,000 active; AID 1259374; in the data active means inhibition above about 50%;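 further: 0% = vehicle wells with protein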
An asterisk follows results filed as active. Compounds were not picked by outcome; overall some 3.5% were active at least once.

SMILES | FBW7 activator | GPR151 activ | TEAD-YAP inh | MITF primary
COc1ccccc1C(=O)Nc1c2c(nn1-c1cccc(C)c1)CSC2 | 0.0 | -0.5 | -7 | -3
Cc1onc(-c2ccccc2Cl)c1C(=O)NC1=NCCS1 | -0.1 | 0.6 | 10 | -2
Fc1cccc(C2CCCCN2Cc2nc(-c3ccc4c(c3)OCO4)no2)c1 (stereo not given) | -0.1 | 1.2 | 3 | 5
CNc1nc(-c2ccc3c(c2)CCN3C(=O)CC(C)(C)C)cs1 | -0.4 | 1.0 | 23 | -4
COc1ccc(OCc2cc(C(=O)NCC(C)Oc3cccnc3)no2)c(Cl)c1 (stereo not given) | 0.6 | 0.8 | -25 | 13
CCn1cc(C(=O)N2CCN(Cc3ccco3)C[C@@H]2C(C)C)cn1 | -0.1 | -0.4 | -4 | -8
CC(C(=O)NC1CC2CCC1C2)N(c1ccccc1)S(C)(=O)=O (stereo not given) | 0.0 | -1.0 | 3 | -1
Cc1cn(C)nc1C(=O)Nc1nc2c(C)cccc2s1 | -0.3 | -1.7 | -48 | 10
O=C(CC1Sc2ccccc2NC1=O)Nc1cccc(Cl)c1Cl (stereo not given) | -0.1 | 0.3 | 5 | 2
Cc1ccc(Cl)cc1NC(=O)c1nnn(-c2ccccc2)c1N | 0.3 | 0.3 | 0 | 8
CCOc1ccc(S(=O)(=O)NCc2ccc(S(N)(=O)=O)cc2)cc1 | 0.0 | -0.2 | -3 | -6
C=CCN1C(=O)SC(CC(=O)Nc2ccc(OC)cc2)C1=O (stereo not given) | -0.1 | -0.8 | -1 | -1
Cc1ccc(C(=O)C2COC(=O)C2)cc1 (stereo not given) | 0.4 | -0.6 | -3 | 13
NC(=O)CN(c1cccc(Cl)c1)S(=O)(=O)c1ccccc1 | 0.4 | 0.1 | -1 | 7
OC(CNCCOc1ccccc1F)COCC1CCCO1 (stereo not given) | 0.2 | 0.0 | -5 | 39
COc1ccc2c(c1)C(C)CC(C)(C)N2C(=O)c1sc2cc([N+](=O)[O-])ccc2c1Cl (stereo not given) | -0.1 | -0.3 | 11 | 18
CCOC(=O)NC(NCC(O)c1ccccc1)(C(F)(F)F)C(F)(F)F (stereo not given) | 0.2 | -0.2 | 10 | 2
NC(=O)C1(N2CCCCC2)CCN(C(=O)NC2CCCCC2)CC1 | 0.0 | 5.4* | 5 | 10
C=CCNc1nc(Cl)nc(N2CCCCC2)n1 | 0.8 | -0.4 | -8 | 9
COC(CNc1cc(-c2ccccn2)nc(C)n1)OC | -0.5 | 1.4 | 7 | 7
CCN(CC)C1CCN(c2nncc(-c3ccc(OC)cc3)n2)C1 (stereo not given) | -0.1 | -1.5 | 2 | -4
FC(F)(F)c1cc(C(F)(F)F)n2nc(-c3ccccc3)cc2n1 | 0.8 | 0.2 | -8 | 14
Nc1c(Br)cc(S(=O)(=O)N(CC2CO2)CC2CO2)cc1Br (stereo not given) | 1.3 | -0.1 | -5 | 14
COc1ccc(C[C@@H]2NC(=O)[C@@H]3C[C@H](NCc4nc5ccccc5s4)CN3C2=O)cc1 | 0.0 | -0.3 | 6 | 9
CC1CCCCN1C(=O)CSc1nnc2n(C3CCCC3)c(=O)c3ccccc3n12 (stereo not given) | -0.2 | -2.1 | 5 | 0
Nc1cc(-c2ccccc2)ccc1O | 0.3 | 1.7 | 12 | 5
CCc1sc(C(=O)NCc2ccco2)cc1C | -0.1 | 2.7 | -16 | 4
Cc1ccc(C(=O)Nc2ncc(Cc3cccc(Cl)c3Cl)s2)cc1 | 0.0 | 0.5 | 0 | -1
O=C(NC1CCN(C(=S)NCc2ccco2)CC1)c1cccc([N+](=O)[O-])c1 | -0.1 | 0.8 | 8 | -8
Cn1c(C(=O)Nc2ccc(F)cc2)cc2c(=O)n3ccccc3nc21 | 0.1 | 1.8 | 1 | 12

16 compounds from above, sorted by molecular weight, smallest number first.
SMILES | FBW7 activator | GPR151 activ | TEAD-YAP inh | MITF primary
Nc1cc(-c2ccccc2)ccc1O | 0.3 | 1.7 | 12 | 5
CCc1sc(C(=O)NCc2ccco2)cc1C | -0.1 | 2.7 | -16 | 4
COC(CNc1cc(-c2ccccn2)nc(C)n1)OC | -0.5 | 1.4 | 7 | 7
OC(CNCCOc1ccccc1F)COCC1CCCO1 (stereo not given) | 0.2 | 0.0 | -5 | 39
C=CCN1C(=O)SC(CC(=O)Nc2ccc(OC)cc2)C1=O (stereo not given) | -0.1 | -0.8 | -1 | -1
Cc1ccc(Cl)cc1NC(=O)c1nnn(-c2ccccc2)c1N | 0.3 | 0.3 | 0 | 8
CNc1nc(-c2ccc3c(c2)CCN3C(=O)CC(C)(C)C)cs1 | -0.4 | 1.0 | 23 | -4
NC(=O)C1(N2CCCCC2)CCN(C(=O)NC2CCCCC2)CC1 | 0.0 | 5.4* | 5 | 10
COc1ccccc1C(=O)Nc1c2c(nn1-c1cccc(C)c1)CSC2 | 0.0 | -0.5 | -7 | -3
CCOC(=O)NC(NCC(O)c1ccccc1)(C(F)(F)F)C(F)(F)F (stereo not given) | 0.2 | -0.2 | 10 | 2
Cc1ccc(C(=O)Nc2ncc(Cc3cccc(Cl)c3Cl)s2)cc1 | 0.0 | 0.5 | 0 | -1
Fc1cccc(C2CCCCN2Cc2nc(-c3ccc4c(c3)OCO4)no2)c1 (stereo not given) | -0.1 | 1.2 | 3 | 5
COc1ccc(OCc2cc(C(=O)NCC(C)Oc3cccnc3)no2)c(Cl)c1 (stereo not given) | 0.6 | 0.8 | -25 | 13
CC1CCCCN1C(=O)CSc1nnc2n(C3CCCC3)c(=O)c3ccccc3n12 (stereo not given) | -0.2 | -2.1 | 5 | 0
COc1ccc(C[C@@H]2NC(=O)[C@@H]3C[C@H](NCc4nc5ccccc5s4)CN3C2=O)cc1 | 0.0 | -0.3 | 6 | 9
Nc1c(Br)cc(S(=O)(=O)N(CC2CO2)CC2CO2)cc1Br (stereo not given) | 1.3 | -0.1 | -5 | 14

(cont.)
SMILES | FBW7 activator | GPR151 activ | TEAD-YAP inh | MITF primary
O=C(COc1c(Cl)cc(Cl)cc1[N+](=O)[O-])N/N=C/c1ccccc1[N+](=O)[O-] | -0.1 | -0.4 | -4 | 1
CCOC(=O)C1=C(C)N=c2s/c(=C\c3ccc(OCc4ccc([N+](=O)[O-])cc4)cc3)c(=O)n2C1c1ccc(OC)cc1 (stereo not given) | -0.1 | 0.8 | -7 | -7
Cc1ccccc1NS(=O)(=O)c1ccc2ccccc2c1 | 0.1 | 0.0 | 3 | 12
CCn1c(C)cc(O)c(C(c2ccccn2)N2CCC(Cc3ccccc3)CC2)c1=O (stereo not given) | -0.1 | -0.6 | -12 | -2
COc1cc2c(cc1NC(=O)CSc1nnc(-c3ccccn3)n1N)oc1ccccc12 | 0.2 | -0.5 | -21 | -14
CC(C)Oc1ccccc1C1Nc2ccccc2NC2=C1C(=O)CC(c1ccccc1)C2 (stereo not given) | 0.1 | -0.6 | 6 | -21
Cc1ccc(S(=O)(=O)Nc2cccc(N3CCCS3(=O)=O)c2)cc1 | 0.2 | -0.1 | 1 | 11
CN(CC(=O)Nn1cnnc1)S(=O)(=O)c1ccc(Br)cc1 | 0.0 | -1.0 | 8 | 17
C=CCNC(=O)CN1CCC(c2ccc(F)cc2)CC1 | 0.0 | 1.2 | 1 | 13
COC(=O)c1cc(C(=O)Nc2ccc(F)cc2F)cc([N+](=O)[O-])c1 | -0.1 | 0.9 | 6 | 1
O=C(O)C1CCN(S(=O)(=O)c2ccc(Cl)cc2)CC1 | 0.5 | -1.9 | 0 | 25
CC(=O)OCC1OC(Sc2cccc3cccnc23)C(OC(C)=O)C(OC(C)=O)C1OC(C)=O (stereo not given) | 0.0 | -1.5 | 17 | 17
Cc1ccc(OCC(=O)N/N=C/c2cc([N+](=O)[O-])ccc2O)cc1C | -0.1 | -0.2 | 8 | -6
O=C(/C=C/c1cccs1)N1CC[C@@H]2[C@H](CCCN2C(=O)c2cc[n+]([O-])cc2)C1 | 0.1 | 1.0 | -10 | 6
Cc1nnc2sc(-c3ccc(NC(=O)COc4ccc(C(C)C)cc4)cc3)nn12 | -0.1 | 1.1 | -16 | -13
CCc1nnc(NC(=O)C2CCCCC2)s1 | 0.4 | -0.4 | -27 | 10
CC(C)(C)C(=O)NC(c1ccccc1)c1c(O)ccc2ccccc12 (stereo not given) | -0.1 | -0.2 | -4 | -2
CC(=O)N(Cc1cc2cccc(C)c2n2nnnc12)C1CCCC1 | -0.1 | -0.9 | 0 | 8
O=C(Cn1ncn2c(cc3ccccc32)c1=O)N1CCCC1 | -0.3 | -0.4 | 0 | 13
Cc1sc2ncnc(NC(C)c3ccc(-n4ccnc4)cc3)c2c1C (stereo not given) | -0.1 | 0.9 | 47* | 5
Cc1ncn(-c2ccc(Nc3ncc4cccc(-c5ccc(C#N)nc5)c4n3)cc2)n1 | -0.2 | -0.6 | -12 | 0
CCn1cc(Br)c(C(=O)Nc2ccccc2F)n1 | 0.1 | 1.4 | -14 | 14
CCOC(=O)CCc1c(C)nc2cc(-c3cc(OC)cc(OC)c3)[nH]n2c1=O | 0.5 | -0.8 | -3 | -6
Brc1ccc(-n2nc(-c3ccccc3)n[n+]2-c2nn[nH]n2)cc1 | -0.3 | -1.1 | 23 | 12
CCN(CCCNS(=O)(=O)c1ccc2c(c1)CCN2C(=O)C1CC1)c1ccccc1 | 0.1 | -0.5 | 2 | -2
CCOc1ccc(NC(=O)C2=C(C)NC(=O)NC2c2cccc(Br)c2)cc1 (stereo not given) | -0.1 | 2.4 | 0 | 0
CC1(C)CC(=O)C2=C(C1)N(c1ccc([N+](=O)[O-])cc1)C(N)=C(C#N)C2c1cc(Br)cs1 (stereo not given) | 0.3 | 0.8 | 14 | 12
CC(C)n1c(-c2ccc(C(N)=O)cc2)nc2c(NCCOc3ccccc3)ncnc21 | -0.2 | 1.0 | -15 | -3
COc1ccccc1N1CCN(S(=O)(=O)c2cc(C(=O)Nc3ccc(Oc4ccccc4)cc3)ccc2F)CC1 | -0.1 | 0.7 | 5 | -2
COc1ccc(CN2CCN(Cc3cn[nH]c3-c3ccccc3)CC2CCO)cc1C (stereo not given) | -0.1 | 2.1 | 6 | -7
S=c1[nH]nc(-c2ccc(Br)o2)n1Cc1ccccc1 | 0.1 | 0.9 | 4 | 7
CCOC(=O)N1CCN(CCC(=O)Nc2ccccc2Cl)CC1 | -0.1 | -0.1 | 1 | 16
N#C/C(=C\c1cc2c(cc1Br)OCO2)c1ccc([N+](=O)[O-])cc1 | 0.4 | 3.2 | -5 | 14
COCCCn1c(=O)[nH]c2ncc(-c3ccoc3)nc21 | 0.0 | 0.0 | 0 | 21
Cc1sc2nc(C)n(Cc3ccccc3Cl)c(=O)c2c1C | -0.2 | 0.0 | -8 | -8
O=C(CSc1ccc(-c2ccccn2)nn1)Nc1ccccc1 | -1.9 | -3.4 | -12 | 50
COc1ccc(-c2noc(CNS(=O)(=O)c3ccc(Cl)cc3)n2)cc1 | 0.1 | -1.2 | 1 | -4
COc1cccc(Nc2nc(-c3ccc(Cl)cc3Cl)nc3ccccc23)c1 | 0.1 | 0.3 | 5 | 6
O=C(CSc1nc2cc(C(=O)NCC3CCCO3)ccc2c(=O)n1Cc1ccco1)c1ccc(F)cc1 (stereo not given) | 0.1 | -0.5 | -13 | 1
CC(=O)Nc1c(O)nc(SCC(=O)Nc2ccc(C(C)=O)cc2)[nH]c1=O | -0.1 | -1.1 | -13 | 25
CCOC(=O)C1=C(C)NC(C)=C(C(=O)OCC)C1c1cn(-c2ccccc2)nc1-c1ccco1 | 0.3 | -0.5 | 5 | 3
CCOC(=O)C1(Cc2cccc(OC)c2)CCCN(Cc2nccn2CC)C1 (stereo not given) | 0.1 | 0.9 | 11 | 10
N#Cc1c(NC(=S)NC(=O)c2ccccc2F)sc2c1CCCCCC2 | 0.1 | 0.1 | 2 | 13
COc1ccc(-n2nc(C(=O)Nc3cc(OC)ccc3OC)c3ccccc3c2=O)cc1 | 0.0 | -0.9 | 6 | -1
COc1cccc(C2CC(=O)C3=C(C2)Nc2nnnn2C3c2ccc(Cl)cc2)c1 (stereo not given) | -0.1 | 1.4 | 4 | -10
O=C(c1ccc(Cl)cc1[N+](=O)[O-])N1CCN(Cc2ccccc2)CC1 | -0.2 | -1.0 | 4 | 1
CS(=O)(=O)N(CCc1ccccc1)CC(=O)N1CCN(Cc2ccccc2)CC1 | -0.1 | 0.6 | 10 | 5
COc1ccccc1-c1nnc(NC(=O)c2ccco2)o1 | 0.8 | 0.7 | -15 | 4
CCC(C)(C(=O)NC1CCCC1)N(CC1CCCO1)C(=O)c1ccc2c(c1)OCO2 (stereo not given) | -0.1 | -0.9 | -3 | -2
COc1ccc(NC(=O)CSc2cc(=O)n(C)c3ccccc23)c(OC)c1 | -0.1 | -1.0 | -13 | -5
Carrying on.
SMILES | FBW7 activator | GPR151 activ | TEAD-YAP inh | MITF primary
CCOC(=O)c1c(N)sc(C(=O)Nc2cc(C)ccc2C)c1C | -0.2 | -1.6 | 3 | 9
O=C(CCNS(=O)(=O)c1cccc2nonc12)NC1CCCCC1 | 0.0 | -0.4 | 5 | 5
O=C(NC1CCCCC1)C1CC(c2ccccc2O)=NO1 (stereo not given) | -0.2 | 1.0 | -9 | -7
C=CCNC(=O)/C=C/c1c(F)cccc1Cl | -0.1 | 0.4 | -19 | 2
CC1CCCC(NC(=O)C(Cc2ccccc2)NS(=O)(=O)c2ccc(Cl)cc2)C1C (stereo not given) | 0.3 | 0.8 | -7 | 12
COc1ccc(/C=N/NC(=O)C(=O)Nc2ccc(Cl)cc2C)cc1 | 0.2 | 2.0 | -9 | -13
